# FBW7 act: FBW7 E3 ligase activators, primary screen, biochemical, AlphaScreen, human; F-box/WD repeat-containing protein 7 (Homo sapiens), Q969H0; normalized activity (activation), % at 26.1 µM; AID 1259310, 2017; AlphaScreen FBW7–phospho-cyclin E peptide binding, activator screen; 650,000 compounds, 0.13% hits; in the data active = normalized activity above about 1.9%;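 note: purified mutant Fbw7 with reduced substrate affinity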
# Target sequence (Q969H0 whole entry, looked up): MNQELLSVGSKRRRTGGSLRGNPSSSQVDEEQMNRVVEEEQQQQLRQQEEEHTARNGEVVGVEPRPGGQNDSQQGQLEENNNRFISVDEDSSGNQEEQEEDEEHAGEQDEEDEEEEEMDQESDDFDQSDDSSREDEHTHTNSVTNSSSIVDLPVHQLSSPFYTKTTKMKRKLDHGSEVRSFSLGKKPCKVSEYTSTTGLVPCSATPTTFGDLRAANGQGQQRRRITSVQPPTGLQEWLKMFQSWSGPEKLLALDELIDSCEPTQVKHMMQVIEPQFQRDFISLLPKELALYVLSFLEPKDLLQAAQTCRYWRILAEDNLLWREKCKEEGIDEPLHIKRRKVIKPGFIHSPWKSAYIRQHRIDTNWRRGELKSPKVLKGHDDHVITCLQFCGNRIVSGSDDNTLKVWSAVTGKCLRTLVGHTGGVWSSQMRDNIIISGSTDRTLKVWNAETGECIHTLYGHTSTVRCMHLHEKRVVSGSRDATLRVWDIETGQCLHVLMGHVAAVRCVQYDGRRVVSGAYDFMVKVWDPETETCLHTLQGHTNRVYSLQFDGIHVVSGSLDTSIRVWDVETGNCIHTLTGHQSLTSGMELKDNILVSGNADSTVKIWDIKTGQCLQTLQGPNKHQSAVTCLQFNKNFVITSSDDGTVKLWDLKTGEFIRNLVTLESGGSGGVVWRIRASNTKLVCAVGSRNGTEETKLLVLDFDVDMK
# GPR151 ag: activators of human GPR151, primary screen, cell-based, PathHunter beta-arrestin, luminescence. 650,000 compounds, 1% hits. PathHunter beta-arrestin GPR151 cells. G-protein coupled receptor 151 (Homo sapiens), Q8TDV0. activation, % at 11.2 µM; in the data active = activation above about 4.9%;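 note: 0% = median of compound wells and 100% = cells with positive control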
# Target sequence (Q8TDV0 whole entry, looked up): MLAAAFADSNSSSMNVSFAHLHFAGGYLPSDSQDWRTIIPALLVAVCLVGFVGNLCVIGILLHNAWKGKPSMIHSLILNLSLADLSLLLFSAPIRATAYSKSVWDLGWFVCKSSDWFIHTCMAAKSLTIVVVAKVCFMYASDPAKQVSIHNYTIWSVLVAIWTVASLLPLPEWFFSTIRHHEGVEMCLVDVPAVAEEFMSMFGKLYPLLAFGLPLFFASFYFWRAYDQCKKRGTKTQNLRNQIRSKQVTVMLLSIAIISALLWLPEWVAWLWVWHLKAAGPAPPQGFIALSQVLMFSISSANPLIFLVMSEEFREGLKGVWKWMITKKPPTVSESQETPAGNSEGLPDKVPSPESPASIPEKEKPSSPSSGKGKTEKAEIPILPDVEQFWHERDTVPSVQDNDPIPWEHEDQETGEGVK
# MITF primary: MITF inhibitors, primary screen, biochemical, AlphaScreen, human; AID 1259374, 2018; AlphaScreen MITF homodimerization, bead proximity signal; inhibition, % at 2.6 µM; 650,000 compounds, 0.91% hits; Microphthalmia-associated transcription factor (Homo sapiens), O75030; in the data active = inhibition above about 50%;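 note: 0% = vehicle wells with protein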
# TEAD-YAP inh: TEAD-YAP interaction inhibition, primary screen, TEAD-YAP interaction inhibitor project, luminescence, HEK-TIYL cells. 640,000 compounds, 1.4% hits. AID 1259422, 2018. inhibition, % at 9.12 µM. TEAD-Gal4/YAP UAS-luciferase luminescence; in the data active = inhibition above about 32%;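 note: 0% = median of test compound wells and 100% = reference inhibitor wells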
# An asterisk follows results filed as active; & = joins results of further samples.
SMILES,FBW7 act,GPR151 ag,MITF primary,TEAD-YAP inh
CCOCCCNc1ncc2c(n1)CC(c1ccccc1)CC2=O (configuration not stated),0.0,0.3,8,5
COc1cccc(C(N)P(=O)(O)O)c1 (configuration not stated),0.0,0.2,12,-3
N#Cc1ccc(Cn2c(=O)c(C#N)c3n(c2=O)CCC3)cc1,0.1,-0.7,11,5
O=C(O)CN1C(=O)/C(=C\c2cccc(C(=O)O)c2)SC1=S,-0.3,2.2,58*,0
CC1(c2ccccc2Cl)NC(=O)N(CC(=O)Nc2cc(F)ccc2F)C1=O (configuration not stated),0.1,0.4,4,-5
COc1ccc(-c2cc3nc(C)c(CCC(=O)Nc4ncccc4C)c(C)n3n2)c(OC)c1,0.5,-1.3,17,16
O=C1C2C3CCC(O3)C2C(=O)N1c1cccc([N+](=O)[O-])c1 (configuration not stated),-0.1,0.7,-8,0
CC(=O)N(CCC(c1ccccc1)c1ccc2c(c1)OCO2)Cc1ccc(OC(C)C)cc1 (configuration not stated),-0.1,-0.8,-2,4
C/C(=N/NC(=O)c1cccs1)C12CC3CC(CC(C3)C1)C2,-0.2,-1.5,2,-80
N#Cc1ccccc1NC(=O)CSc1nc2c(cc1C#N)CCC2,0.5,0.8,10,-29
O=C(c1ccccc1Br)N1CCCc2ccccc21,0.2,0.0,0,-8
COc1ccc(NC(=O)CSc2ncccc2C(=O)NCc2ccc(Cl)c(Cl)c2)c(OC)c1,0.0,0.4,6,6

# Ordered by length of the SMILES (lowest first): five of the compounds above.
SMILES,FBW7 act,GPR151 ag,MITF primary,TEAD-YAP inh
COc1cccc(C(N)P(=O)(O)O)c1 (configuration not stated),0.0,0.2,12,-3
N#Cc1ccc(Cn2c(=O)c(C#N)c3n(c2=O)CCC3)cc1,0.1,-0.7,11,5
O=C(O)CN1C(=O)/C(=C\c2cccc(C(=O)O)c2)SC1=S,-0.3,2.2,58*,0
O=C1C2C3CCC(O3)C2C(=O)N1c1cccc([N+](=O)[O-])c1 (configuration not stated),-0.1,0.7,-8,0
CC(=O)N(CCC(c1ccccc1)c1ccc2c(c1)OCO2)Cc1ccc(OC(C)C)cc1 (configuration not stated),-0.1,-0.8,-2,4

# Other entries follow.
SMILES,FBW7 act,GPR151 ag,MITF primary,TEAD-YAP inh
COc1ccc(-c2[nH]ncc2CN2CCN(CC(C)C)C(CCO)C2)cc1 (configuration not stated),-0.2,0.7,10,4
Cc1ccc(S(=O)(=O)Oc2ccccc2C=O)cc1,0.1,-0.2,-17,-8
CCCCC(=O)N1c2ccccc2NC2=C(C(=O)CCC2)C1c1c(Cl)cccc1Cl (configuration not stated),-0.2,-1.2,-3,0
O=C(O)CCC(=O)N1CCc2cc(S(=O)(=O)N3CCCCC3)ccc21,0.1,-0.3,6,4
Cc1cccc(NC(=O)c2ccc(F)c(S(=O)(=O)N3CCN(c4ccccc4Cl)CC3)c2)c1,-0.1,3.0,9,5
CCC(C)c1ccc(OCCn2ccnc2)cc1 (configuration not stated),-0.1,1.7,25,4
CCOC(=O)COc1ccccc1/C=N/NC(N)=S,-0.1,0.2,-1,8
COc1ccc(CNC(=O)CN(C)c2nn3c(=O)cc(C)nc3s2)cc1,-0.1,-1.8,-1,1
N#Cc1ccccc1/C=N/NC(=O)Cc1ccc([N+](=O)[O-])cc1,-0.1,-0.7,-5,-14
COC(=O)c1ccc(Cn2cnc3c(cnn3-c3ccc(F)cc3)c2=O)o1,-0.1,-0.3,13,6
NC(=O)COc1ccc(C=O)cc1Br,-0.1,2.4,-19,-5
N#Cc1c(NC2=NS(=O)(=O)c3ccccc32)sc2c1CCCC2,-0.2,0.3,1,10
CCOC(=O)c1ccc(NC(=O)N2CCN(S(C)(=O)=O)CC2)cc1,0.0,0.6,-2,0
Cc1nc(-c2ccc(C(C)(C)C)cc2)no1,-0.1,-1.4,13,-2
Cc1cn[nH]c1C1CCCN(S(=O)(=O)c2ccc(F)c(Cl)c2)C1 (configuration not stated),0.0,-1.2,0,10
CCCCC(=O)Nc1nc(-c2ccc(Cl)c(Cl)c2)cs1,-0.1,0.1,1,-1
CCOc1cc(/C=C2\SC(=O)N=C2N)ccc1O,-0.3,2.2,1,-1
Cc1cc(NS(=O)(=O)c2ccc(NC(=O)CCCOc3ccccc3)cc2)no1,0.0,-0.1,7,2
Cc1ccc(CN2CCN(c3ccccc3Cl)CC2)o1,-0.3,-1.3,26,-5
CNC(=S)N/N=C/c1ccc(C)s1,-0.1,-0.8,16,-3
COc1ccc(C(=O)Nc2nc3ccc4nc(C)sc4c3s2)cc1,-0.1,-0.2,-4,-4
C=CCNC(=O)CC(=O)N/N=C/c1ccc(F)cc1,0.1,-0.2,0,-6
CC(NS(=O)(=O)c1ccc(F)cc1)C(=O)NCc1ccncc1 (configuration not stated),-0.2,0.4,-5,-1
Cc1ccc([N+](=O)[O-])cc1NC(=O)c1c(-c2ccccc2Cl)noc1C,0.0,-0.7,7,4
COc1ccc(-c2[nH]ncc2CN2Cc3ccccc3OC(C)C2)cc1 (configuration not stated),0.2,-1.1,-14,-4
O=C(CN1C(=O)c2ccccc2C1=O)Nc1ccc(S(=O)(=O)NCC2CCCO2)cc1 (configuration not stated),0.0,0.2,50,4
CCOC(=O)c1c(NC(C)=O)sc2c1CCCC2=O,0.2,-0.6,7,-9
Cc1ccc(S(=O)(=O)Nc2ccc(Br)cc2C(c2ccccc2)N(CC(=O)O)S(=O)(=O)c2ccc(C)cc2)cc1 (configuration not stated),0.1,1.1,0,-6
CCOC(=O)NC(=C(Cl)Cl)S(=O)(=O)c1ccc(Cl)cc1,1.1,-1.1,26,-3
C[C@H]1NC(=O)[C@H]2CN(C(=O)Oc3ccccc3)CCN2C1=O,0.0,0.7,-2,8
CCC(Nc1ccc(Br)cc1)C(=O)N/N=C/c1cc(OC)ccc1O (configuration not stated),-0.1,1.2,4,22
COc1ccc(C(=O)NCC(c2cccs2)N2CCc3ccccc3C2)cc1 (configuration not stated),-0.1,1.1,-1,-16
COc1ccc(S(=O)(=O)N(C)c2ccc(OC(=O)c3ccc([N+](=O)[O-])cc3)cc2)cc1,0.1,0.4,1,3
CC12CN(CO)CC(C)(CN(Cc3ccccc3)C1)C2=O,2.6*,1.1,7,8
COc1cccc(C(=O)N2CCN(S(=O)(=O)c3ccc(C)cc3)CC2)c1,-0.1,-1.4,-5,-4
Cc1cccc(-n2c(=O)c3cc4c(=O)n(-c5cccc(C)c5)c(=O)c4cc3c2=O)c1,-0.1,1.8,6,11
CCOc1ccccc1CNC(=O)c1oc2c(c1C)-c1[nH]ncc1CC2,0.0,0.2,1,-13
Clc1ccc(OCc2nc(-c3ccncc3)no2)c(Cl)c1,0.2,0.3,-1,-60
CC1=NN(c2ccc(C(=O)O)cc2)C(=O)/C1=C\c1ccc2c(c1)CC(C)O2 (configuration not stated),-0.3,0.4,2,26
CC(C)CC(C(=O)N1CCN(c2ccccc2)CC1)N1Cc2ccccc2C1=O (configuration not stated),-0.1,2.7,-7,1
CC(C)=CC(=O)Nc1ccccc1C(F)(F)F,0.2,-2.4,-1,-10
CC(C)(NC(=O)Nc1cccnc1)c1cccc(C(C)(C)NC(=O)Nc2cccnc2)c1,-0.1,2.2,-5,-4
O=C(Nc1cccnc1)c1ccc2c(c1)C(=O)N(C1CCCCC1)C2=O,0.1,-1.5,-4,-6
COc1ccc(/C=C2\N=C(c3ccc(C)cc3)OC2=O)cc1,0.0,-1.1,9,6
C/C(=N\NC(=O)CNc1cccc(Cl)c1)c1ccc2ccccc2c1,0.2,1.5,2,6
CN(C)c1ccc(/C=C/c2sc3ccc4ccccc4c3[n+]2C)cc1,0.2,-1.0,18,53*
Cc1cccc(-c2noc(CCC(=O)Nc3ccccc3)n2)c1,0.3,-5.4,4,2
O=C(/C=C/c1ccccc1)Nc1cc(C(=O)NC2CCCCNC2=O)ccc1N1CC2CC(C1)c1cccc(=O)n1C2 (configuration not stated),-0.1,-1.8,13,-6

# 4 of the compounds above, field by field.
Structure: CCOc1ccccc1CNC(=O)c1oc2c(c1C)-c1[nH]ncc1CC2
- FBW7 act = 0.0
- GPR151 ag = 0.2
- MITF primary = 1
- TEAD-YAP inh = -13

Structure: Clc1ccc(OCc2nc(-c3ccncc3)no2)c(Cl)c1
- FBW7 act = 0.2
- GPR151 ag = 0.3
- MITF primary = -1
- TEAD-YAP inh = -60

Structure: CC1=NN(c2ccc(C(=O)O)cc2)C(=O)/C1=C\c1ccc2c(c1)CC(C)O2 (configuration not stated)
- FBW7 act = -0.3
- GPR151 ag = 0.4
- MITF primary = 2
- TEAD-YAP inh = 26

Structure: CC(C)CC(C(=O)N1CCN(c2ccccc2)CC1)N1Cc2ccccc2C1=O (configuration not stated)
- FBW7 act = -0.1
- GPR151 ag = 2.7
- MITF primary = -7
- TEAD-YAP inh = 1

# (cont.)
SMILES,FBW7 act,GPR151 ag,MITF primary,TEAD-YAP inh
COc1ccc(CCNC(=O)c2sc3ncn(CC(=O)N4CCOCC4)c(=O)c3c2C)cc1OC,0.7,-1.2,16,1
O=[N+]([O-])c1cccc(C2C=C(c3ccc(Br)cc3)Nc3nnnn32)c1 (configuration not stated),-0.1,-0.9,3,5
O=C(Nc1ccc(N2CCOCC2)cc1)c1csc(-c2csc3ccccc23)n1,-0.1,3.7,3,4
CN(C)N1C(N)=C(C#N)C(c2ccc(Cl)cc2)C2=C1CC(C)(C)CC2=O (configuration not stated),0.0,1.2,-2,4
O=c1c(N2CCOCC2)nnc2sc3ccccc3n12,0.0,-1.4,-23,0
COc1ccc(NC(=O)CN2C(=O)CSC2=O)cc1,0.5,-0.3,21,9
O=C(NCc1cccs1)c1cccc2ccccc12,1.2,-1.2,20,-23
COc1ccc(CN2C[C@@H]3C[C@@H](c4cccc(C(C)=O)c4)N4CCC[C@@]34C2=O)cc1,0.0,0.0,-1,-4
COc1cc(C(=O)N2CCN(C(=O)c3ccc(F)cc3)CC2)cc(OC)c1OC,-0.1,-0.7,-6,12
O=C(O)CCc1n[nH]c(=O)c2ccccc12,-0.2,2.2,1,-4
COc1ccc(CNc2nc3ccccc3n2C)c2c(OC)cccc12,0.0,-1.2,0,9
CCOc1ccc(C2C(C#N)=C(N)Oc3nc[nH]c(=O)c32)cc1 (configuration not stated),-0.3,0.7,-14,-2
O=C(Nc1cccc(Cl)c1)Nc1ccc(N2CCOCC2)c(C(F)(F)F)c1,0.1,1.9,2,7
O=c1cc(CO)oc(C(Nc2ccccn2)c2ccccc2Cl)c1O (configuration not stated),-0.1,1.5,22,1
COC(=O)COc1ccc2c3c(c(=O)oc2c1)CCC3,-0.2,3.5,0,8
CCCCCNC(=O)c1c[nH]c2ccc(S(=O)(=O)N3CCC4(CC3)OCCO4)cc2c1=O,0.8,-1.8,-2,-8
CC(NCC(O)CON=C1c2ccccc2-c2ccccc21)C(=O)O (configuration not stated),0.1,0.1,-19,16
CCc1nc(SCC(=O)c2ccc(NC(C)=O)cc2)n[nH]1,0.1,-0.2,5,1
CC(C)(C)n1nc2c(c1NC(=O)c1ccc(S(=O)(=O)N3CCCCC3)cc1)CS(=O)C2 (configuration not stated),0.1,0.2,0,-8
O=C(CCCCCn1c(=S)[nH]c2ccccc2c1=O)NC1CCCCC1,-0.1,0.2,4,7
Cc1nc(C)n(C(=O)c2cccc([N+](=O)[O-])c2)n1,-0.2,0.0,12,-9
COc1cc(/C=C2/C(=N)N3N=C(CC(C)C)SC3=NC2=O)cc(Cl)c1OCc1ccc(F)cc1,0.1,-0.2,9,0
COc1cc(C(=O)NC(C)c2nc(-c3ccc(C)cc3)n[nH]2)cc(OC)c1OC (configuration not stated),0.0,0.9,-7,4
O=C(Cc1ccc2ccccc2c1)Nc1sccc1-c1nc2ccccc2s1,-0.1,-1.0,-3,10
CCOC(=O)c1c(NC(=O)c2cc(-c3ccc(CC(C)C)cc3)nc3ccccc23)sc2c1CCC(C)C2 (configuration not stated),0.9,0.1,9,-8
Cc1c(NC(=O)c2cc([N+](=O)[O-])nn2Cc2ccccc2)c(=O)n(-c2ccccc2)n1C,0.1,2.4,0,-2
S=C(NCc1cccs1)Nc1ccc2c(c1)OCO2,-0.2,1.2,20,-16
CCOc1ccc(NC(=S)Nc2ccc(C(N)=O)cc2)cc1,-0.1,2.1,-9,4
O=C(O)CNC(=S)N(Cc1ccccc1)Cc1cccs1,-0.3&-0.1,-0.5&0.5,-11&-4,5&-1
CC1CC(C)(C)Cc2c1sc(NC(=O)c1ccco1)c2C#N (configuration not stated),0.1,1.1,84*,-38
NC(=O)CCc1cn(-c2ccccc2)nc1-c1ccccc1,1.4,-0.1,12,-7
Cc1ccc(S(=O)(=O)NC(=O)Nc2ccc(C(O)(C(F)(F)F)C(F)(F)F)cc2)cc1,0.0,1.9,-5,5
CCOC(=O)c1c(NC(=O)c2cccc(F)c2)sc(C(=O)Nc2ccccc2F)c1C,-0.2,-0.5,5,-5
CCOC(=O)c1sc2nc(SCc3cc(C(C)=O)ccc3OC)n(CCc3ccccc3)c(=O)c2c1C,0.0,0.5,6,-9
C=CCN1C(=O)S/C(=C/c2cc(Cl)cc(OC)c2O)C1=O,0.0,1.8,-3,-12
COc1ccccc1CNC(=O)c1sc2ncn(Cc3cccc(F)c3)c(=O)c2c1C,0.0,0.4,-1,-3
CN(C)S(=O)(=O)N1CCN(CC(=O)Nc2cc(Cl)cc(Cl)c2)CC1,0.0,0.3,-16,-2
COCCNC(=O)Cn1nc([N+](=O)[O-])c(Br)c1C,0.1,0.4,10,-3
N#C/C(=C\c1cc2ccccc2nc1Cl)c1nc(-c2ccc(Cl)c(Cl)c2)cs1,-0.1,1.9,1,-4

# Screening data: PubChem BioAssay, The Scripps Research Institute Molecular Screening Center
